Bioassay records (PubChem)
Lipid storage S3 = qHTS Assay for Lipid Storage Modulators in Drosophila S3 Cells | Drosophila S3 cells, BODIPY lipid droplet fluorescence, 18-24 h; cells fed with added oleic acid | lipid storage change, negative = inhibition, % at the top dose, mostly 46.1 µM; hits show Potency in µM | 320,000 compounds, 0.64% hits | AID 2685, 2010; active means well fitted inhibition curve with a large enough effect in the signal ratio, with a control signal flat, not every such curve was filed as active; inconclusive means small, poorly fitted or top-dose-only effect, or effect the other way, or a change in a side signal; the % refers to the signal ratio
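Laser-scanning cytometry quantifies lipid droplet accumulation (500–530 nm total intensity; droplet/cell object ratio) in oleic acid-fed (400 uM added) Drosophila S3 cells treated with a concentration series. 20 uM Triacsin C defined 100% inhibition.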
Lipid storage S3 cell count max = recorded beside Lipid storage S3, whose call it bears; cell number change, %; measured here: cell count max response;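 cells counted by Cell Tracker Red CMTPX staining in the red channel; peak over a dose series mostly up to 46.1 µM; percent activity relative to internal control wells on each plate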
Active calls of the source: *; i = inactive; ? = inconclusive; · = not tested or not shown; [ ] = another dose, or the depositor's remark. On the % scale 0 is the no-effect control and ±100 the full control effect; potency means the concentration at half of the fitted maximal effect. The list is partial; the hit share may differ from the screen's.

SMILES | Lipid storage S3 | Lipid storage S3 cell count max
CCc1cccc2c3c([nH]c12)C(CC)(CC(=O)O)OCC3 (stereo not given) | ? | ·
CCCCc1nc2ccccc2c(C(=O)O)c1C | ? | ·
c1ccc(-c2nnc(-c3ccncc3)o2)cc1 | ? | ·
Cc1ccc(S(=O)(=O)NCC(=O)OCC(=O)NCCc2ccccc2)cc1 | ? | ·
CCc1ccc(OCC(=O)Nc2ccc(S(=O)(=O)Nc3cc(C)on3)cc2)c(Br)c1 | ? | ·
O=C(CNc1cc(S(=O)(=O)N2CCOCC2)ccc1N1CCCC1)NCc1ccco1 | ? | ·
c1ccc(CNc2ccc(CNc3ncn[nH]3)cc2)cc1 | 2% | 14
COc1cc(C(=O)NCCc2ccc(F)cc2)ccc1OCC(=O)N1CCOCC1 | ? | ·
COc1ccc(N2CCN(CCNC(=O)C3CCN(S(=O)(=O)c4cccs4)CC3)CC2)cc1 | ? | ·
COc1c(Cl)cc(C(=O)NN)cc1Cl | 3% | 0
N#Cc1cccc2cccc(S(=O)(=O)N3CCOCC3)c12 | ? | ·
COc1ccc(C2=Nn3c(nnc3-c3ccco3)SC2)cc1OC | ? | ·
CS(=O)(=O)Nc1cccc(C2=NN(C(=O)c3ccc(F)cc3)C(c3cccs3)C2)c1 (stereo not given) | -6% | -18
COc1ccc(CCNC(=O)[C@@H](NC(=O)c2ccccc2F)C(C)C)cc1OC | 15% | 3
C=CCN1C(=O)C2(OCCO2)c2cc(C)ccc21 | -2% | 5
O=C(NCCN1CCOCC1)C(=O)NCC1CCCO1 (stereo not given) | i | -30
Cc1ccc(CSCc2nc3ccccc3[nH]2)cc1 | 0% | -16
Cc1noc(C)c1C(=O)N1CCCc2ccccc21 | 23% | -5
Cc1ccsc1C(=O)N1CCC(N2CCC(C(=O)NCC3CCCO3)CC2)CC1 (stereo not given) | i | -19
Cc1ccc2c(c1)c1c3n2CCCN(Cc2ccccc2)C3CCC1 (stereo not given) | ? | ·
Cc1c(NC(=O)C(C)Sc2nnc(-c3ccccc3)o2)c(=O)n(-c2ccccc2)n1C (stereo not given) | ? | ·
Cc1cc(SCC(=O)OCC(=O)N2CCN(C(=O)c3ccco3)CC2)c(C)cc1Br | ? | ·
C#CCOCCOCCOCCNc1nc(N2CCN(C(=O)[C@H](CCC(=O)O)n3cc(C(N)CC(C)C)nn3)CC2)nc(N2CCN(C(=O)[C@H](Cc3ccc(O)cc3)n3cc(C(N)CC(C)C)nn3)CC2)n1 (stereo not given in full) | -9% | 7
C=CCn1c(SCC(C)=O)nc2scc(-c3ccco3)c2c1=O | ? | ·
COc1ccc(C2CC(c3cccs3)=NN2C(=O)CSc2nnc(N)s2)cc1OC (stereo not given) | -4% | -16
COc1ccc(-c2nc(C#N)c(NCc3cccnc3)o2)cc1OC | -15% | -1
CCOc1cccc(-c2nc3cc(C)ccc3o2)c1 | 9% | -9
CC(=O)c1ccc(OCCCC(=O)Nc2ccc(C)c(S(=O)(=O)N3CCCCC3)c2)cc1 | ? | ·
CCOC(=O)C1=C(c2ccccc2)NC(=O)NC1c1ccsc1 (stereo not given) | ? | ·
CN(C)c1ccc(/C=C/C(=O)c2c(O)c3ccccc3oc2=O)cc1 | ? | ·
Cc1ccc(S(=O)(=O)Nc2cccc(C(=O)NCc3ccc(S(N)(=O)=O)cc3)c2)cc1 | -13% | -3
CCCCc1c(O)nc(SCC(=O)NC(C)(C)C)n(-c2ccccc2C)c1=O | -5% | 15
CC(=O)c1ccc(NC(=O)NCc2ccc(F)cc2)cc1 | -7% | 7
O=C(O)c1cccnc1SC1CC(=O)N(c2ccc(OC(F)F)cc2)C1=O (stereo not given) | ? | ·
O=C(Nc1cccnc1)C12CC3CC(CC(C3)C1)C2 | ? | ·
NNC(=O)COc1ccccc1F | 12% | 13
O=C(COc1coc(CN2CCN(c3ccccc3F)CC2)cc1=O)N1CCc2ccccc21 | -30% | 0
O=C(CN1C(=O)c2ccccc2C1=O)OCC(=O)c1ccc(F)cc1 | ? | ·
CC(=O)Nc1nc2ccccc2n1Cc1ccccc1C | ? | ·
Cc1c(C(=O)N2CCCCC2)nnn1-c1nonc1N | i | -1

Overlap with the part before: four compounds, then new ones.
SMILES | Lipid storage S3 | Lipid storage S3 cell count max
O=C(COc1coc(CN2CCN(c3ccccc3F)CC2)cc1=O)N1CCc2ccccc21 | -30% | 0
O=C(CN1C(=O)c2ccccc2C1=O)OCC(=O)c1ccc(F)cc1 | ? | ·
CC(=O)Nc1nc2ccccc2n1Cc1ccccc1C | ? | ·
Cc1c(C(=O)N2CCCCC2)nnn1-c1nonc1N | i | -1
CCC12CN3CCN(CC(C3)/C1=N\NC(=O)c1ccc(F)cc1)C2 | ? | ·
CCc1cc(=O)oc2c(C)c(OCC(=O)NCCCN3CCOCC3)ccc12 | ? | ·
Cc1ccnc(NC(=O)C2CCN(S(=O)(=O)c3ccc4ccccc4c3)CC2)c1 | ? | ·
N=C1/C(=C\c2coc3ccccc3c2=O)C(=O)N=C2SC(c3ccncc3)=NN12 | -3% | -15
O=C(O)COc1ccccc1/C=N/NC(=O)CSc1nnc(-c2ccc(Cl)cc2)n1C1CCCCC1 | 6% | ·
CCCc1nn2c(=O)cc(CSCC(=O)Nc3ccccc3OC)nc2s1 | ? | ·
O=C(NN1C(=O)C2CCCCC2C1=O)c1ccco1 (stereo not given) | -5% | 3
O=S(=O)(Nc1nc2ccccc2nc1N1CCN(c2ccccc2F)CC1)c1ccc(Cl)cc1 | -16% | -1
CC1Cc2cc(/C(O)=C3/C(=O)C(=O)N(Cc4ccco4)C3c3cccs3)ccc2O1 (stereo not given) | i | ·
CC1CC(=O)Nc2ccccc2N1S(=O)(=O)c1ccc(Br)cc1 (stereo not given) | ? | ·
Cc1c(/C=N/NC(=O)c2cccs2)c2ccccc2n1Cc1ccccc1Cl | -3% | -8
O=C(NCCCN1CCOCC1)c1sc2cc([N+](=O)[O-])ccc2c1Cl | ? | ·
CC(C)CNc1nc(N)c([N+](=O)[O-])c(NC2CCCCC2)n1 | 15% | 1
CCOC(=O)CSc1nc2ccccc2c(=O)n1CC(C)C | 14% | -1
O=P(O)(CCc1ccccn1)CN1CCOCC1 | 8%[9.22 µM] | ·
CCN(CC)CC(=O)N1CCCC(C(=O)c2ccccc2OC)C1 (stereo not given) | 0% | 19
COC(=O)c1c(F)c(F)c(NCCO)c(F)c1F | ? | ·
CCOc1cc(/C=N/N=C(N)N)ccc1OCc1ccc(Cl)cc1 | ? | ·
CCN(c1ccccc1)c1nc(C#N)nc(N(CC)c2ccccc2)n1 | ? | ·
CN=c1scc(C)n1/N=C/c1ccc2c(c1)OCO2 | i | 2
O=[N+]([O-])c1ccccc1CNC1CCCCCC1 | ? | ·
COC(=O)C1=C(C)NC(=O)C1(NS(=O)(=O)c1ccc(C)cc1)C(F)(F)F (stereo not given) | ? | ·
O=C(Cn1cc(C(=O)c2ccco2)c2ccccc21)NC1CCCC1 | ? | ·
COc1ccc(CNC(=O)CN2C(=O)c3ccccc3C2=O)cc1 | -8% | -20
CCN(CC)CC(=O)Nc1ccc(Oc2ccc(NC(=O)CN(CC)CC)cc2)cc1 | ? | ·
CC1=C(C(=O)Nc2ccccc2)C2(CCCCC2)C(C#N)=C(SCC(N)=O)N1 | ? | ·
O=C(/C=C/c1ccccc1)NC(NC(=S)Nc1cccc(O)c1)C(Cl)(Cl)Cl (stereo not given) | 13% | 12
Cc1ccc(S(=O)(=O)N(C)/N=C2/C(=O)N(CC(=O)O)c3ccccc32)cc1 | ? | ·
CNC(=O)c1cc(C)c(-c2ccccc2)s1 | ? | ·
CC1CN(C(=O)c2ccc(OC3CCN(Cc4ccccn4)CC3)cc2)CCN1C (stereo not given) | ? | ·
CCOC(=O)c1cc(S(=O)(=O)N2CCCC2)cn1C | ? | ·
Cc1cccc(OCCC(=O)Nc2cc(S(=O)(=O)N3CCCCC3)ccc2N2CCOCC2)c1 | i | ·
Cc1cc(NC(=O)CSc2nc3ccccc3c(=O)n2-c2ccccc2)no1 | ? | ·
CCc1ccc(CN(C)C(C)C(=O)NCc2ccccc2)cc1 (stereo not given) | 1% | -17
CC(NC(N)=O)C(=O)Nc1ccc(Cl)c(S(=O)(=O)Nc2ccc(Cl)cc2)c1 (stereo not given) | ? | ·
CCOc1ccc(/C=C/C(=O)Oc2ccccc2)cc1 | i | -4
CC(C)C(NS(=O)(=O)c1cccs1)C(=O)NCc1ccccc1 (stereo not given) | ? | ·
Cc1ccc(NC(=O)C2CC(=O)NC(N3CCCCC3)=N2)cc1Cl (stereo not given) | 5% | 7
CCN(CC(=O)NCc1cccs1)C(=O)CCOc1ccccc1C | 11% | ·
COCCNC(=O)Cn1c(=O)n(Cc2ccco2)c(=O)c2ccccc21 | i | 7
CC(=O)c1c(C)[nH]c(C(=O)OCc2cc(=O)n3cc(Br)ccc3n2)c1C | ? | ·
CCN(CC)S(=O)(=O)c1ccc(N2CCOCC2)c(NC(=O)c2ccc(NC(C)=O)cc2)c1 | 10% | 8
Cc1ccc2[nH]c3c(=O)n(CC(=O)NCCc4ccc(Cl)cc4)ncc3c2c1 | i | -3
Cc1csc(NC(=O)C2CCCN(S(=O)(=O)c3cccnc3)C2)n1 (stereo not given) | ? | ·
CSCCC(NS(=O)(=O)c1ccc(Cl)cc1)C(=O)OCc1c(Cl)cccc1Cl (stereo not given) | ? | ·
O=C(Cc1ccc(Cl)cc1)NN1C(=O)c2ccccc2C1=O | ? | ·
Cc1ccc(CC(=O)O/N=C(\N)c2cccc([N+](=O)[O-])c2)cc1 | 9% | -1
COc1ccccc1N1CCc2c(C)nc3c(OC)cccc3c21 | 21% | ·
Cn1cnnc1SCC(=O)c1ccc2c(c1)NC(=O)CO2 | ? | ·
O=C(OCC(=O)N1CCC(Cc2ccccc2)CC1)c1ccc[nH]c1=O | i | ·
(next part)
SMILES | Lipid storage S3 | Lipid storage S3 cell count max
CCn1nnnc1SCC(=O)N1N=C(c2cccs2)CC1c1cccs1 (stereo not given) | ? | ·
CCOc1ccc(-c2nnc(NC(=O)c3ccc(OCC(C)C)c(OC)c3)o2)cc1 | 1% | -10
Cc1nc(SCc2ccc(Cl)cc2)ncc1C(=O)O | -4% | 25
CC(NC(=O)C(=O)NN=C1CCCCCCC1)c1ccccc1 (stereo not given) | i | 16
COc1ccc(Nc2nc(NCC3CCCO3)nc(N)c2[N+](=O)[O-])cc1 (stereo not given) | ? | ·
O=C(NCCCCNC(=O)C(F)(F)F)C(F)(F)F | ? | ·
CCNC(=S)Nc1cc(Cl)ccc1Oc1ccccc1 | ? | ·
O=c1cc(Cn2nnc(-c3ccc(Cl)cc3)n2)nc2sccn12 | 16% | -6
CCn1c(COc2ccc(OC)cc2)nnc1SCC(=O)Nc1cc(OC)ccc1OC | i | ·
CCN1CCN(C(c2nnnn2Cc2ccc3c(c2)OCO3)C(C)C)CC1 (stereo not given) | -1% | 3
O=C1CC(NS(=O)(=O)c2cccs2)CN1c1cccc(F)c1 (stereo not given) | ? | ·
C#CCOC(=O)CCC(=O)NCCc1ccccc1 | ? | ·
O=[N+]([O-])c1ccc(S(=O)(=O)Nc2nnc(C(F)(F)F)s2)cc1 | 19% | 4
Cc1cccc(C)c1NC(=O)CSc1nc(COc2ccccc2)nc2ccccc12 | -10% | -25
COc1cccc(OCCNc2ccc([N+](=O)[O-])cn2)c1 | 2% | -2
O=C(Cn1nnc(-c2ccc(CN3CCOCC3)cc2)n1)Nc1nc(-c2ccccc2)cs1 | 17% | 2
Cc1cc(N/N=C/c2ccncc2)c([N+](=O)[O-])cc1[N+](=O)[O-] | 9% | 16
Fc1ccc(-c2csc(N3CCOCC3)n2)cc1 | 8% | -19
Cc1cc(C)n2nc(CCCO)nc2n1 | ? | ·
CCCC1CC(CCc2ccccc2)OS(=O)(=O)N1 (stereo not given) | i | 22
COc1ccc(NC(=O)CN(C)C(=O)c2ccc(N3CCCCC3)c([N+](=O)[O-])c2)cc1 | ? | ·
CCO/C(C)=C1/SC(=S)NC1=O | ? | ·
COc1cccc(NC(=O)COc2c(F)c(F)c(C(F)(F)F)c(F)c2F)c1 | 6% | -4
COc1ccccc1C(=O)N/C(=C/c1ccc(Br)cc1)C(=O)NCC(=O)O | -3% | -21
COc1ccc(Oc2c(Cl)cnn(-c3ccc(Cl)c(Cl)c3)c2=O)cc1 | 4% | 9
COC(=O)c1c(C)[nH]c(C(=O)COC(=O)c2c(C)noc2C)c1C | ? | ·
NC(=O)c1ccc(SCC(=O)OCC(=O)N2CCCCC2)c([N+](=O)[O-])c1 | 21%[0.0737 µM] | 15
CC(=O)c1ccc(OC(=O)CCc2ccccc2)cc1 | ? | ·
O=C(COC(=O)c1ccc2ncsc2c1)Nc1cc([N+](=O)[O-])ccc1Cl | ? | ·
Cc1cccc(NC(=O)CCNC(=O)c2ccco2)c1C | ? | ·

Shown as tab-separated lines: entries from further up.
smiles	Lipid storage S3	Lipid storage S3 cell count max
COc1ccc(NC(=O)CN(C)C(=O)c2ccc(N3CCCCC3)c([N+](=O)[O-])c2)cc1	?	·
CCO/C(C)=C1/SC(=S)NC1=O	?	·
COc1cccc(NC(=O)COc2c(F)c(F)c(C(F)(F)F)c(F)c2F)c1	6%	-4
COc1ccccc1C(=O)N/C(=C/c1ccc(Br)cc1)C(=O)NCC(=O)O	-3%	-21
COc1ccc(Oc2c(Cl)cnn(-c3ccc(Cl)c(Cl)c3)c2=O)cc1	4%	9
